All columns: NCI-60 one-dose screen, growth in % after 48 h at 10 µM unless noted; 100 = growth as untreated, 0 = no growth, -100 = all killed.
MDA-MB-468 – MDA-MB-468 breast cancer; hit rate 8.5% among 78,000
RPMI-8226 – RPMI-8226 leukemia cells; hit rate 7.5% among 77,000
HOP-62 – HOP-62 NSCLC | hit rate 3.9% among 80,000 | AID 1794735
MDA-MB-435 – MDA-MB-435 melanoma; hit rate 7.8% among 82,000; AID 1794794
CCRF-CEM – CCRF-CEM leukemia; hit rate 7% among 77,000
Starred values were filed as active, the others as inactive; . = no result given. How the source made its calls: active means growth percent below 10; inactive means the rest. Only part of the results is shown (hit frequency here may not be typical).

SMILES	MDA-MB-468	RPMI-8226	HOP-62	MDA-MB-435	CCRF-CEM
COc1cc2nc(SCC(=O)Nc3cc(OC)c(OC)c(OC)c3)n(Cc3ccccc3)c(=O)c2cc1OC	.	.	.	76	.
COc1ccc(C(=O)CN2C(=O)NC(c3ccccc3)(c3ccccc3)C2=O)cc1	.	.	.	104	95
CS(=O)(=O)c1ccc(N2N=C(c3ccc(Cl)cc3)CCC2=O)cc1	90	.	.	.	87
O=C1NC(c2ccccc2)(c2ccccc2)C(=O)N1Cc1ccc(Cl)cc1	.	.	102	99	94
ClCCOCCOc1ccccc1	102	.	92	89	.
CC1=N/C(=C\c2cccc(Cl)c2)C(=O)O1	93	.	111	92	.
Cc1c(C(N)=O)sc2c1c(=O)n(Cc1ccccc1)c1nnc(SCC(=O)NCc3ccccc3)n21	99	.	89	92	.
c1ccc(-c2nn[nH]n2)c(-c2ccc(CN3CCN(c4nsc5ccccc45)CC3)cc2)c1	76	.	110	92	.
COc1ccc(C(=O)/C=C/c2c(Cl)nc3c(c(C)nn3-c3ccccc3)c2-c2ccccc2)cc1	100	.	121	101	.
Cc1nn(-c2ccccc2)c2nc3c(nc12)C(=O)c1ccccc1-3	38	.	100	105	.
N#Cc1ccccc1-c1ccc(CN2C(=O)Cc3cc(CCn4cnnc4)c(Cl)cc32)cc1	72	.	85	101	.
Cc1nn(-c2ccc(Cl)cc2)c2nc3c(nc12)C(=O)C(=O)c1ccccc1-3	65	.	72	98	.
N#Cc1ccccc1-c1ccc(CN2C(=O)Cc3cc(CCn4ccnc4)c(Cl)cc32)cc1	102	.	109	101	.
O=C(N/N=C\c1ccc(Cl)c(Cl)c1)c1ccncc1	159	.	97	107	.
c1ccc(-c2nn[nH]n2)c(-c2ccc(Cn3cnnc3)cc2)c1	122	.	124	105	.
O=C(O)c1ccc2c(c1)C(=O)OC2=O	118	.	97	104	.
NC(=O)CSc1nc2ccccc2c(=O)n1CCc1ccccc1	100	.	107	102	.
CCSc1nnc2n(Cc3ccccc3)c(=O)c3c(C)c(C(N)=O)sc3n12	101	.	101	105	.
COC(=O)[C@]1(C(C)C)N[C@H](c2cn(-c3ccccc3)nc2-c2ccccc2)[C@@H]2C(=O)N(c3ccc(C)cc3)C(=O)[C@@H]21	114	.	106	104	.
COC(=O)C(CC=O)C(=O)C(=O)Nc1cccc(C(F)(F)F)c1 (stereo not given)	104	.	82	107	.
CC(=O)Nc1cccc(Cl)c1C	103	.	100	95	.
CCc1cc(O)cc(C)c1Cl	100	.	98	114	.
CN1CCN(CCc2cc3c(cc2Cl)N(Cc2ccc(-c4ccccc4-c4nn[nH]n4)cc2)C(=O)C3)CC1	102	.	113	102	.
NC(=O)c1ccc[n+](CCc2ccccc2)c1	102	176	.	117	.
Cc1c(CN(C)C)cc(C(C)C)cc1C(C)C	100	95	.	111	.
Cc1ccc2nc(-c3ccc(N)c(S(=O)(=O)O)c3)sc2c1	100	148	.	120	.

Of the compounds above, these have a carbonyl joined to an NH by a bond outside any ring:
SMILES	MDA-MB-468	RPMI-8226	HOP-62	MDA-MB-435	CCRF-CEM
COc1cc2nc(SCC(=O)Nc3cc(OC)c(OC)c(OC)c3)n(Cc3ccccc3)c(=O)c2cc1OC	.	.	.	76	.
Cc1c(C(N)=O)sc2c1c(=O)n(Cc1ccccc1)c1nnc(SCC(=O)NCc3ccccc3)n21	99	.	89	92	.
O=C(N/N=C\c1ccc(Cl)c(Cl)c1)c1ccncc1	159	.	97	107	.
NC(=O)CSc1nc2ccccc2c(=O)n1CCc1ccccc1	100	.	107	102	.
CCSc1nnc2n(Cc3ccccc3)c(=O)c3c(C)c(C(N)=O)sc3n12	101	.	101	105	.
COC(=O)C(CC=O)C(=O)C(=O)Nc1cccc(C(F)(F)F)c1 (stereo not given)	104	.	82	107	.
CC(=O)Nc1cccc(Cl)c1C	103	.	100	95	.
NC(=O)c1ccc[n+](CCc2ccccc2)c1	102	176	.	117	.

Complete entries, looked up by structure.
`COc1cc2nc(SCC(=O)Nc3cc(OC)c(OC)c(OC)c3)n(Cc3ccccc3)c(=O)c2cc1OC` is listed as MDA-MB-468 = .; RPMI-8226 = .; HOP-62 = .; MDA-MB-435 = 76; CCRF-CEM = .
`CS(=O)(=O)c1ccc(N2N=C(c3ccc(Cl)cc3)CCC2=O)cc1` is listed as MDA-MB-468 = 90; RPMI-8226 = .; HOP-62 = .; MDA-MB-435 = .; CCRF-CEM = 87

Screening results (PubChem BioAssay)
